Bioassay records (PubChem BioAssay)
Pf apPOL inh: Pf-apPOL DNA polymerase inhibition; 0.25% of 210,000 active; Recombinant Pf-apPOL, molecular beacon fluorescence, 1.5 h; AID 1794808; inhibition, % at 10 µM
mHTT-CaM PPI inh: mHTT-calmodulin interaction abrogation; P42858; AlphaScreen His-mHTT/GST-CaM binding, luminescence; inhibition, % at 15 µM; 3.6% of 190,000 active;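 note: 0% = both proteins with DMSO and 100% = one protein alone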
Target sequence (P42858 whole entry, looked up, stated change not applied): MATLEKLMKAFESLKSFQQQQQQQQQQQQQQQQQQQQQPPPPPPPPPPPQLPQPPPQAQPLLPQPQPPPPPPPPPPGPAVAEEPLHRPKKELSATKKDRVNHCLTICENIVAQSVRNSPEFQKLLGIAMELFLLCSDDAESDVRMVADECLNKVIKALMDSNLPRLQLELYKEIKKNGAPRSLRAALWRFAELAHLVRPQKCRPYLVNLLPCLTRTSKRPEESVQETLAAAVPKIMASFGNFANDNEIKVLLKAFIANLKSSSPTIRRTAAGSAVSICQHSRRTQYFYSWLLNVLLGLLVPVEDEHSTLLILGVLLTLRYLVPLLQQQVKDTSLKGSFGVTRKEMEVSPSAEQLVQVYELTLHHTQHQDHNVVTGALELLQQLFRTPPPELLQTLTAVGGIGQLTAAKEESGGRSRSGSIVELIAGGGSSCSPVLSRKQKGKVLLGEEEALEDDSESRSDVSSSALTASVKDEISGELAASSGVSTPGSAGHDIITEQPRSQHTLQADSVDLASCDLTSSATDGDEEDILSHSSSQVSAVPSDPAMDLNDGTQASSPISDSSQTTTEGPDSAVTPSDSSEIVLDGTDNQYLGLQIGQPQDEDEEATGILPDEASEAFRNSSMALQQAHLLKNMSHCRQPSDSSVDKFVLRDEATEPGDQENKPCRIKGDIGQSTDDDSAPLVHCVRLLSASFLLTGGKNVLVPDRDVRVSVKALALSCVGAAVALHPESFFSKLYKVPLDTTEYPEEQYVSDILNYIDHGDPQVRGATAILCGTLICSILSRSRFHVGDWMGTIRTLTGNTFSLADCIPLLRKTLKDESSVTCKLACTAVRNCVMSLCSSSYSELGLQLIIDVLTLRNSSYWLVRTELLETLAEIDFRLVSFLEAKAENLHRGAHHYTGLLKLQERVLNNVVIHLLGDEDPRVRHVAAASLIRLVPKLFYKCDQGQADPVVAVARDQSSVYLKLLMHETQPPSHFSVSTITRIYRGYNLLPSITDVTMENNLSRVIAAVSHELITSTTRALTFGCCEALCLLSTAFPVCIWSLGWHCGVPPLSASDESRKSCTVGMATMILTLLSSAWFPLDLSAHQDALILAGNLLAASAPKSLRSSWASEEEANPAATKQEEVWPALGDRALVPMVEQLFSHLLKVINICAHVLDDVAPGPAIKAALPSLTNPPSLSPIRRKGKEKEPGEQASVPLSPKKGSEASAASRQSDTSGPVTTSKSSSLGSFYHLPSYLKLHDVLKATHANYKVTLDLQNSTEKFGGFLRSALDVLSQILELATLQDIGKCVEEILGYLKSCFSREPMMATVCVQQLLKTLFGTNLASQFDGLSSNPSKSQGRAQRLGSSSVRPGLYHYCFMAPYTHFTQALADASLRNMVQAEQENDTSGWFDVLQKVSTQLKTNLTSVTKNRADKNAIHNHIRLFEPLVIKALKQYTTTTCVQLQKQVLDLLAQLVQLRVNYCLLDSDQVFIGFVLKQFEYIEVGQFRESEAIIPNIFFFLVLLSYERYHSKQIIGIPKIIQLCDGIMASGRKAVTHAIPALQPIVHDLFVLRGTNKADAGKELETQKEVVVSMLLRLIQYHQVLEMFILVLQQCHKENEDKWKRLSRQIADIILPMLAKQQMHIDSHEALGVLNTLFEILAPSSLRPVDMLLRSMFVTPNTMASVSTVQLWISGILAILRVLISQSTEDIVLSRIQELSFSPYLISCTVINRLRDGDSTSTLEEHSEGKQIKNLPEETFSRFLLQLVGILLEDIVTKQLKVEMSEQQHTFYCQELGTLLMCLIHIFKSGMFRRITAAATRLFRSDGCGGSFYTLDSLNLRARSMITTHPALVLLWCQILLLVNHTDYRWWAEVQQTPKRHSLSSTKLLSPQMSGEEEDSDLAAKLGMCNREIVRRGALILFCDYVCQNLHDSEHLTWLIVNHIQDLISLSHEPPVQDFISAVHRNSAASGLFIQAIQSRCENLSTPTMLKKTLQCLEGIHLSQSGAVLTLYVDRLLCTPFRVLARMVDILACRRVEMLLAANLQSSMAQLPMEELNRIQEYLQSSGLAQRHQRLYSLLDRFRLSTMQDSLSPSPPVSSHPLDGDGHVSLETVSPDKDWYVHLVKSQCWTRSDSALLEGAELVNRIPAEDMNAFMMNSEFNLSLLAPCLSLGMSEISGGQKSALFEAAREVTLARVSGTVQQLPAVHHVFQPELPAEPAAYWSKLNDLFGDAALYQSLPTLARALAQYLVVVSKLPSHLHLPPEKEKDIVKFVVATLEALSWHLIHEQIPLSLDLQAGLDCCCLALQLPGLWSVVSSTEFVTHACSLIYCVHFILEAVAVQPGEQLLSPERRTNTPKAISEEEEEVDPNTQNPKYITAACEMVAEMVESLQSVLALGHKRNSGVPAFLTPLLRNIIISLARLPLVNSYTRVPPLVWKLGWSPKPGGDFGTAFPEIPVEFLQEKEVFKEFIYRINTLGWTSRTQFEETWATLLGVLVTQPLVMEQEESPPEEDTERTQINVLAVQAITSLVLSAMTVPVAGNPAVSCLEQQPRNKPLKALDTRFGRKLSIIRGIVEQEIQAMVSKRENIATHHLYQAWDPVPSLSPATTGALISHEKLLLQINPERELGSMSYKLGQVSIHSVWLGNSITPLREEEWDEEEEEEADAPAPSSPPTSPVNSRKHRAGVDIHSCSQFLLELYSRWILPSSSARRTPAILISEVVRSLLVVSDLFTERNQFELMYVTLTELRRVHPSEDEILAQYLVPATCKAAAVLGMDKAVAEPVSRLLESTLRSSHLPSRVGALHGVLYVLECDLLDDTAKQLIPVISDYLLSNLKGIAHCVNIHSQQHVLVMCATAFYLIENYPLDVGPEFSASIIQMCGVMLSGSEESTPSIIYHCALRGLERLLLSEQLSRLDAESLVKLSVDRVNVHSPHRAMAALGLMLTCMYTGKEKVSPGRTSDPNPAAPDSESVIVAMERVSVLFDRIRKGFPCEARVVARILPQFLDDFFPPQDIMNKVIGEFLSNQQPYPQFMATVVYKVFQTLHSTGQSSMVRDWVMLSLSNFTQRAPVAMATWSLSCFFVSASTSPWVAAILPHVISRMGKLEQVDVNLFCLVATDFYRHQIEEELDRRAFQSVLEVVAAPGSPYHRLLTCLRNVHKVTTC
Active calls of the source: *; i = inactive; x = no result given; & = joins results of further samples. Cut-off read from the data, not from the text of the source: active = inhibition above about 50%; inactive = the rest.

Results follow in this order: Pf apPOL inh | mHTT-CaM PPI inh
> CCN(CC)c1ncc2c(n1)CCC(C(=O)N1CCOCC1)C2 (configuration not stated)
    -6 | -3
> CC(=O)c1ccc([C@@H]2C[C@]34CN(Cc5cccc(Cl)c5)S(=O)(=O)[C@H]3C[C@H]2O4)cc1
    -3 | 2
> CC(=O)c1cccc(NC(=O)CCCn2nc([N+](=O)[O-])c(Br)c2C)c1
    4 | -4
> O=c1oc2ccc(Br)cc2cc1-c1nc2ccccc2c(=O)[nH]1
    3 | 11
> Cc1ccc(C(NC(=O)Cc2ccccc2)c2ccc3cccnc3c2O)cc1 (configuration not stated)
    2&-8 | 100*
> Cc1cc(OCC(=O)N2N=C(C(F)(F)F)CC2(O)C(C)(C)C)ccc1Cl (configuration not stated)
    -15 | 100*
> Cc1nc2scc(-c3ccc(C(C)C)cc3)c2c(=O)n1/N=C/N(C)C
    -7 | i
> COc1ccc(NC(=O)C2C3C=CC(O3)C2C(=O)O)c(OC)c1 (configuration not stated)
    -5 | 6
> CC(C)CNC(=O)C1CCN(Cc2ccccc2)CC1
    -13 | -3
> CCC(=O)Nc1c(-c2ccc(C)cc2)nc2cc(C)ccn12
    6 | 4
> COc1ccc(OC)c(NC(=O)N2CCc3nc[nH]c3C2)c1
    0 | 19
> Cc1ccc(NC(=O)C(=O)NCc2ccncc2)c([N+](=O)[O-])c1
    -1 | -3
> O=C(NC(Nc1ccccn1)(C(F)(F)F)C(F)(F)F)c1cccnc1
    -8 | x
> O=[N+]([O-])/C=C/c1ccc(-c2ccc(Br)cc2)o1
    -3 | 51*
> COc1ccc([N+](=O)[O-])cc1NC(=O)c1ccoc1C
    -19 | 7

An excerpt from above in order of length of the SMILES, descending.
Results follow in this order: Pf apPOL inh | mHTT-CaM PPI inh
> Cc1ccc(NC(=O)C(=O)NCc2ccncc2)c([N+](=O)[O-])c1
    -1 | -3
> O=c1oc2ccc(Br)cc2cc1-c1nc2ccccc2c(=O)[nH]1
    3 | 11
> CCN(CC)c1ncc2c(n1)CCC(C(=O)N1CCOCC1)C2 (configuration not stated)
    -6 | -3

Next section
Results follow in this order: Pf apPOL inh | mHTT-CaM PPI inh
> CSc1ccccc1NC(=O)C1CCN(c2cc(-n3ccnc3)ncn2)CC1
    -7 | 0
> O=C(Nc1ccccc1C(F)(F)F)c1ccccc1Br
    -4 | -3
> O=C1CCN(Cc2cccnc2)CCN1[C@H](CO)c1ccccc1
    -2 | -3
> Cc1cccc(NC(=O)N2CCc3nc[nH]c3C2)c1C
    0 | -7
> Cc1ccc(CN2CC(N3CC=CC3)CS2(=O)=O)cc1 (configuration not stated)
    -1 | 1
> Cc1c(-c2ccccc2)c(=O)oc2cc(OCC(=O)OC(C)(C)C)ccc12
    -11 | -38
> O=c1cc(CO)oc(CN2CCCCC2)c1O
    2 | -6
> Cc1ccc(N2CN=c3s/c(=C\c4cccnc4)c(=O)n3C2)cc1
    -1 | -1
> C=CCn1cnc2c1c(=O)n(C1CC1)c(=O)n2-c1ccccc1C
    1 | 3
> Cc1ccc(/C=C2\SC(N3CCC(C)CC3)=NC2=O)cc1
    -4 | 6
> CC(C)CCNC(=O)C1CCN(c2cn[nH]c(=O)c2)CC1
    -5 | -6
> CC1CCN(c2nc3ccccc3n3cnnc23)CC1
    -6 | -3
> CN1c2ccsc2C(O)=C(C(=O)Nc2cccc(Cl)c2)S1(=O)=O
    12&7 | x
> Cc1[nH]c2ccccc2c1C(C[N+](=O)[O-])c1ccco1 (configuration not stated)
    -4 | 37
> O=[N+]([O-])c1ccc(CSc2nnc(-c3cccc(Br)c3)o2)cc1
    -2 | -2
> CC(=O)Nc1ccc(-c2cn(Cc3ccccc3)cn2)cc1
    -1 | 7
> COc1ccc(CC(=O)Nc2nnc(C3CC(=O)N(c4ccccc4)C3)o2)cc1 (configuration not stated)
    -2 | 92*
> C1CC(N2CCC(c3nc(C4CC4)n[nH]3)CC2)CN1 (configuration not stated)
    6 | -6
> O=C(N1CCOCC1)C1(c2ccccc2)CCCCC1
    8 | 0
> CN(C(=O)C1CC(c2ccc(F)cc2)=NO1)C1CCCCC1 (configuration not stated)
    -3 | -12
> Cc1ccccc1NC(=O)C1CCCN(C(=O)Cc2cccc3ccccc23)C1 (configuration not stated)
    -1 | -3
> Cc1ccccc1OCCSc1ncnc2nc[nH]c12
    1 | 7
> Cc1noc(-c2cccnc2)c1C(=O)NCc1cccc(Cl)c1
    -2 | -4
> O=C(NCC(O)c1ccc(C(F)(F)F)cc1)C(=O)Nc1ccc(F)cc1F (configuration not stated)
    -3 | -15
> O=C(CSc1nc2c(c(=O)n1-c1ccccc1)SCC2)NC1CCCCC1
    -8 | -11
> CC(C)n1cnnc1C1CCN(C(=O)C2(c3ccccc3)CC2)CC1
    2 | -7
> Cc1noc(C)c1NC(=O)NCc1cc2ccccc2s1
    -9 | x
> CC(C)c1cccc(N2C=C(C#N)S(=O)(=O)c3cc(F)ccc32)c1
    3 | -7
> COc1cccc(/C=C2N=C(/C=C/c3ccccc3OC)OC/2=O)c1
    5 | 3
> CCCCC1=C(O)c2ccccc2C(=O)C1=O
    -1 | -2
> CCOc1ccc(C(=O)Nc2ccccc2Cl)cc1Br
    -11 | -8
> CCn1cc(Br)c(C(=O)NCc2ccco2)n1
    -5 | 1
> O=C(c1nnc(N2CCN(c3ccc(F)cc3)CC2)c2ccccc12)N1CCCC1
    -5 | 11
> Cn1ncc2c(NN=Cc3ccc(Cl)cc3)ncnc21
    -4 | x
> O=C(NCCC1=CCCCC1)C(=O)NCCC(O)C1CC1 (configuration not stated)
    -6 | -6
> CCOc1ccc(Oc2nc3ccccc3n3cnnc23)cc1
    1 | -6
> Cc1ccccc1NC(=O)CN1C(=O)CC(c2ccccc2)=Nc2cccnc21
    13 | -5
> COc1ccc([C@H]2C[C@H](n3cc(-c4ccc(F)cc4)nn3)[C@@H](O)CN2CC2CCCCC2)cc1
    0 | -4
> CC1(C(=O)NC2CCCCC2)Cc2ccccc2C(=O)N1C1CCCC1 (configuration not stated)
    -1 | -4
> O=C(Nc1cccc(Cl)c1)Nc1nccn(-c2ccccc2)c1=O
    1 | -6
> COC(=O)c1ccc(C(=O)Nc2nnc(-c3ccc(S(C)(=O)=O)cc3)o2)cc1
    0 | -8
> CCOC=C1SC(=S)N(c2ccc(C(C)C)cc2)C1=O
    -14 | x
> CC1(C)ON=C(c2ccccc2)C1(Br)[N+](=O)[O-] (configuration not stated)
    1 | 12
> O=C(c1ccc(OCC2CCCN(C(=O)c3ccc(F)cc3F)C2)cc1)N1CCCCC1 (configuration not stated)
    21 | 9
> Cc1c(C2CCN(C(=O)c3cc4ccccc4[nH]3)CC2)noc1N
    -2 | 11

23 neighbouring entries already listed:
Results follow in this order: Pf apPOL inh | mHTT-CaM PPI inh
> O=C1CCN(Cc2cccnc2)CCN1[C@H](CO)c1ccccc1
    -2 | -3
> Cc1cccc(NC(=O)N2CCc3nc[nH]c3C2)c1C
    0 | -7
> Cc1ccc(CN2CC(N3CC=CC3)CS2(=O)=O)cc1 (configuration not stated)
    -1 | 1
> Cc1c(-c2ccccc2)c(=O)oc2cc(OCC(=O)OC(C)(C)C)ccc12
    -11 | -38
> O=c1cc(CO)oc(CN2CCCCC2)c1O
    2 | -6
> Cc1ccc(N2CN=c3s/c(=C\c4cccnc4)c(=O)n3C2)cc1
    -1 | -1
> C=CCn1cnc2c1c(=O)n(C1CC1)c(=O)n2-c1ccccc1C
    1 | 3
> Cc1ccc(/C=C2\SC(N3CCC(C)CC3)=NC2=O)cc1
    -4 | 6
> CC(C)CCNC(=O)C1CCN(c2cn[nH]c(=O)c2)CC1
    -5 | -6
> CC1CCN(c2nc3ccccc3n3cnnc23)CC1
    -6 | -3
> CN1c2ccsc2C(O)=C(C(=O)Nc2cccc(Cl)c2)S1(=O)=O
    12&7 | x
> Cc1[nH]c2ccccc2c1C(C[N+](=O)[O-])c1ccco1 (configuration not stated)
    -4 | 37
> O=[N+]([O-])c1ccc(CSc2nnc(-c3cccc(Br)c3)o2)cc1
    -2 | -2
> CC(=O)Nc1ccc(-c2cn(Cc3ccccc3)cn2)cc1
    -1 | 7
> COc1ccc(CC(=O)Nc2nnc(C3CC(=O)N(c4ccccc4)C3)o2)cc1 (configuration not stated)
    -2 | 92*
> C1CC(N2CCC(c3nc(C4CC4)n[nH]3)CC2)CN1 (configuration not stated)
    6 | -6
> O=C(N1CCOCC1)C1(c2ccccc2)CCCCC1
    8 | 0
> CN(C(=O)C1CC(c2ccc(F)cc2)=NO1)C1CCCCC1 (configuration not stated)
    -3 | -12
> Cc1ccccc1NC(=O)C1CCCN(C(=O)Cc2cccc3ccccc23)C1 (configuration not stated)
    -1 | -3
> Cc1ccccc1OCCSc1ncnc2nc[nH]c12
    1 | 7
> Cc1noc(-c2cccnc2)c1C(=O)NCc1cccc(Cl)c1
    -2 | -4
> O=C(NCC(O)c1ccc(C(F)(F)F)cc1)C(=O)Nc1ccc(F)cc1F (configuration not stated)
    -3 | -15
> O=C(CSc1nc2c(c(=O)n1-c1ccccc1)SCC2)NC1CCCCC1
    -8 | -11

Following part:
Results follow in this order: Pf apPOL inh | mHTT-CaM PPI inh
> Cc1nc(C(C)C)c(Cc2ccc(F)cc2)c(N2CCN(C(=O)N(C)C)CC2)n1
    1 | 32
> Cc1cc(C)c2c(N3CCCCC3)nc(C(=O)N3CCCCCC3)nc2n1
    -2 | 6
> Cc1cccc(Nc2nc3nonc3nc2N2CCC(C)CC2)c1
    -4 | 24
> CC1CCc2c(sc3nc4c5ccccc5c5nnnn5n4c(=O)c23)C1 (configuration not stated)
    0 | 1
> Cc1ccc(C)c(NC(=O)N2CCC(N3CCN(Cc4ccccc4)C3=O)CC2)c1
    -11 | -2
> O=C(NC1CCCN(c2cc(-c3ccncc3)[nH]n2)C1)c1ccc(F)cc1 (configuration not stated)
    -3 | 8
> Cc1ccc(C)c(NC(=O)c2cc(S(=O)(=O)NC3CCCCC3C)ccc2F)c1 (configuration not stated)
    36 | 3
> Cc1nc(-c2cccc(NC(=O)C3CCCN(c4cc(-n5cccn5)ncn4)C3)c2)cs1 (configuration not stated)
    -8 | 23
> O=C(O)C1CCN(S(=O)(=O)N2CCCCCC2)CC1
    27 | -5
> COc1ccc(-c2nccc(C3CCCN(C(=O)c4ccccc4F)C3)n2)cc1 (configuration not stated)
    -4 | 2
> CC(C)c1cc(C2CCCN2C(=O)Cc2cccc(F)c2)no1 (configuration not stated)
    -6 | 7
> COc1ccc(-c2ncc3c(n2)CCN(C(=O)c2ccc(C(F)(F)F)cc2)C3)cc1
    -2 | 7
> COc1cccc(N2CCN(C(=O)c3ccc(C)cc3)C(C)C2=O)c1 (configuration not stated)
    -2 | -5
> CSc1nc2n(n1)C(c1ccc(F)cc1)C1=C(CC(C)(C)CC1=O)N2 (configuration not stated)
    -1 | -2
> COc1ccc(C(=O)Nc2c(C)ccc3nsnc23)cc1[N+](=O)[O-]
    -8 | -3

Quoted from the listing:
mHTT-CaM PPI inh with COc1ccc(C(=O)Nc2c(C)ccc3nsnc23)cc1[N+](=O)[O-] reads -3
Pf apPOL inh with COc1cccc(N2CCN(C(=O)c3ccc(C)cc3)C(C)C2=O)c1 (configuration not stated) reads -2

Continued:
Results follow in this order: Pf apPOL inh | mHTT-CaM PPI inh
> Cc1cccc(Nc2nccc(C3CCCN(C(=O)c4ccoc4)C3)n2)c1 (configuration not stated)
    1 | 29
> O=C(Cn1ccc2c(=O)[nH]ccc21)Nc1ccc(Cl)cc1
    46 | 15
> O=C(CC1CCCCC1)N1CCC(COc2ccc(C(=O)N3CCOCC3)cc2)CC1
    -5 | -8
> O=S(=O)(c1cccnc1)N1CCCn2nc(-c3cccc(F)c3)cc2C1
    -10 | 1
> N#CC(=NNc1cc(C(F)(F)F)cc(C(F)(F)F)c1)C(=O)c1ccco1
    33 | x
> Fc1cccc(-c2noc(Cn3ccnc3)n2)c1
    0 | 2
> O=C(NC1CC2CC1N(C(=O)CCc1ccccc1)C2)c1ccccc1 (configuration not stated)
    -2 | 4
> CCC(Oc1ccccc1)C(=O)Nc1cccc(Cl)c1C (configuration not stated)
    -3 | -8
> CC(C)c1ccc(S(=O)(=O)N2CCCC2c2nc(-c3ccccc3)no2)cc1 (configuration not stated)
    -1 | -33
> CCOc1ccc(-c2nc3cc(N=Cc4cc([N+](=O)[O-])ccc4O)ccc3o2)cc1
    -6 | -3
> CNC(=O)c1cc2nc(N(C)C)n(-c3ccc(OC)cc3)c2s1
    2 | 16
> Cc1ccc(C(=O)C(=CN(C)C)Sc2ccc(C(F)(F)F)cn2)cc1
    -5 | x
> CC(C)Cc1nn2c(=O)cc(O)nc2s1
    -5 | -3
> COc1ccccc1CNC(=O)c1cc2n(n1)CCCN(Cc1ccc(C)cc1)C2=O
    -5 | 0
> O=c1c2oc3nc(-c4ccccc4)cc(-c4ccco4)c3c2ncn1N=Cc1ccc(F)cc1
    -5 | x
> CC1CCN(S(=O)(=O)c2ccc(NC(=O)c3ccc([N+](=O)[O-])cc3)cc2)CC1
    -3 | -3
> COc1ccc(N2C(=O)CC(N(C)CCc3ccc(OC)c(OC)c3)C2=O)cc1 (configuration not stated)
    -10 | 8
> CCCc1noc(-c2cccnc2N2CCCN(Cc3ccccc3Cl)CC2)n1
    3 | -58
> O=C(Cc1ccc(Cl)cc1)NC(c1ccccc1)c1ccccc1
    -2 | -4
> O=C(Nc1nc2c(s1)CSc1ccccc1-2)c1ccc2c(c1)OCCO2
    3 | 18
> CCCOc1ncnc2c1sc1nc3c(cc12)COC(C)(C)C3
    -4 | 2
> CCc1ccc(S(=O)(=O)N=C2C=C(Nc3ccc(OC)cc3)C(=O)c3ccccc32)cc1
    -9 | 91*
> O=[N+]([O-])c1ccsc1Sc1ccc(C(F)(F)F)cn1
    -2 | x
> O=C(c1ccccn1)N1CCC(c2nnc(-c3ccco3)o2)CC1
    -4 | -20
> CCN1CCN(Cc2c(O)cc(C)c3c2OC(=Cc2ccco2)C3=O)CC1
    0 | 16
